NOD2-RIPK2 inh – inhibitors of human NOD2-RIPK2 interaction | 360,000 tested, 0.38% active | inhibition, % at 4.98 µM | O43353 | AID 624267 | CHO BLA complementation NOD2-RIPK2, CCF4 ratio; in the data active means inhibition above about 21%;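 further: 0% = vehicle only and 100% = reference blocker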
NCOA1 inh – human NCOA1 inhibition. 360,000 tested, 0.12% active. Q15788. inhibition, % at 3.6 µM. HEK293 GAL4-SRC1 luciferase reporter, luminescence. AID 588354;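 active means inhibition above the campaign mean plus 3 SD, with each screening campaign given its own cutoff, cut at about 60% in these data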;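 further: 0% = DMSO treated cells and 100% = gossypol at 36 µM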
TWEAK-Fn14 inh – inhibitors of TWEAK-Fn14 interaction signaling | AID 1159606 | 360,000 tested, 2% active | TWEAK-stimulated Fn14 reporter cells, luciferase luminescence, 8 h | inhibition, % at 10 µM; in the data active means inhibition above about 50%
ABHD5-PLIN5 inh – blocks binding of human ABHD5 to perilipin-5; Q00G26+Q8WTS1; Split G. princeps luciferase complementation, luminescence, 4 h; inhibition, % at 4 µM; 360,000 tested, 0.78% active;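 active means inhibition above the mean inhibition across every tested compound plus 3 SD, cut at about 22% in these data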;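 further: 0% = DMSO only wells and the 100% control is not disclosed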
TLR9-MyD88 inh – TLR9-MyD88 interaction inhibition | Q9NR96+Q99836 | 340,000 tested, 0.21% active | AID 504734 | inhibition, % at 4.98 µM | CHO BLA complementation TLR9-MyD88, CCF4 FRET ratio;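 active means inhibition above the mean over all tested compounds plus 3 SD, cut at about 21% in these data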;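 further: 0% = DMSO only wells and 100% = clavulanate BLA inhibitor control wells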
NCOA2 inhibitor – inhibits human steroid receptor coactivator 2. Q15596. HEK293 GAL4-SRC2 luciferase reporter, luminescence. inhibition, % at 9 µM. 370,000 tested, 0.17% active. AID 651957;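 active means inhibition above the mean inhibition of all tested compounds plus 3 SD, set per campaign, cut at about 52% in these data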;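 further: 0% = DMSO treated cells and 100% = cells given Gossypol at 36 µM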
NR2F2 inh – inhibitors of human COUP-TFII (NR2F2); inhibition, % at 8.6 µM; HEK293T NGFI-A luciferase reporter, luminescence; 370,000 tested, 0.7% active; AID 686940;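 active means inhibition above a per-plate cutoff, mean inhibition of test wells between control levels plus 3 SD, cut at about 38% in these data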;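 further: cells cotransfected with COUP-TFII expression vector driving the NGFI-A reporter; 0% = median of COUP-TF2 test wells and 100% = reporter-only cells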
Target sequence (P24468 whole entry, looked up): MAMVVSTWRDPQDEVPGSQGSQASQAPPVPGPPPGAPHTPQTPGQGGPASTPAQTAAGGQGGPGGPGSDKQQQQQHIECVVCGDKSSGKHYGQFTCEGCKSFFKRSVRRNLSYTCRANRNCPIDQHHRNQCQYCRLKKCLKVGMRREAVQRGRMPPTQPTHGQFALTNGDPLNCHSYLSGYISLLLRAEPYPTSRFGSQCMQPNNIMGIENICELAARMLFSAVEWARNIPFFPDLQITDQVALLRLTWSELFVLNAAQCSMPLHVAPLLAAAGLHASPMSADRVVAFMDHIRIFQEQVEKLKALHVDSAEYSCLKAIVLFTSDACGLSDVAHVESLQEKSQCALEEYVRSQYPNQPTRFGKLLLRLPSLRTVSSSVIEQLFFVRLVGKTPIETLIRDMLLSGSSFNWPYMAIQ
NR5A2 inv ag – NR5A2 inverse agonism in reporter assay. O00482. HEK293T StAR-luciferase reporter, LRH-1 transfected, 24 h. inhibition, % at 3.6 µM. 360,000 tested, 0.13% active. AID 602396;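 active means inhibition above the mean inhibition of all tested compounds plus 3 SD, cut at about 73% in these data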;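 further: 0% = DMSO wells and 100% = reporter-only cells lacking LRH-1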
Target sequence (O00482 whole entry, looked up): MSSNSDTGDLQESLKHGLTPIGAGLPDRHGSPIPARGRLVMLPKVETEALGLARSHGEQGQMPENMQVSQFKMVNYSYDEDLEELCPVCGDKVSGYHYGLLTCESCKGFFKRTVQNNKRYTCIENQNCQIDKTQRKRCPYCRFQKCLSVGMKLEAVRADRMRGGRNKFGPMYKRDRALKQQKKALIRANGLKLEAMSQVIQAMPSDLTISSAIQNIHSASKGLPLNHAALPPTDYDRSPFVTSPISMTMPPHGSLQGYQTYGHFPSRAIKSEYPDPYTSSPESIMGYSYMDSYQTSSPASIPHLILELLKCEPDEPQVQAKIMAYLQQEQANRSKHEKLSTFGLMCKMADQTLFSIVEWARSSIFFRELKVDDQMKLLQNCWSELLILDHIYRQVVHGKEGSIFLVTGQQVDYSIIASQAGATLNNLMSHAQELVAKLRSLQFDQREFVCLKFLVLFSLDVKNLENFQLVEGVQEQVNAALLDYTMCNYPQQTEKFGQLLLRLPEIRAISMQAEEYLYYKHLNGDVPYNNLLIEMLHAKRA
TROY NFkB inh – TROY signaling inhibition; Q293 LMP1-TROYcd NF-kB luciferase reporter, 4 h; inhibition, % at 10 µM; 360,000 tested, 0.98% active; AID 1347056;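 active means compounds whose plate-normalised and pattern-corrected inhibition of the luciferase reporter signal at the single screening dose is 50% or more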
NCOA3 inh – inhibitors of human steroid receptor coactivator 3 (SRC3). Q9Y6Q9. HEK293 GAL4-SRC3 luciferase reporter, luminescence. inhibition, % at 3.6 µM. 360,000 tested, 0.17% active;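 active means inhibition above a per-campaign cutoff, the mean of all compounds plus 3 SD, cut at about 60% in these data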;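 further: 0% = DMSO-treated cells and 100% = gossypol-treated cells at 36 µM; higher means less SRC3-driven luciferase light from the GAL4 reporter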
Granule exo inh – blocks lytic granule exocytosis | 360,000 tested, 0.66% active | AID 651702 | TALL-104 LAMP-1 surface exposure, flow cytometry; cells stimulated with thapsigargin and PMA | inhibition, % at 10 µM;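 active means inhibition above about 55%, limit read from the data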
An asterisk follows results filed as active; x = not tested or not shown. A portion of the library (hit frequency here may not be typical).

SMILES	NOD2-RIPK2 inh	NCOA1 inh	TWEAK-Fn14 inh	ABHD5-PLIN5 inh	TLR9-MyD88 inh	NCOA2 inhibitor	NR2F2 inh	NR5A2 inv ag	TROY NFkB inh	NCOA3 inh	Granule exo inh
COc1ccc(OC)c(N=c2ssnc2Cl)c1	1	-4	-11	14	0	18	7	13	2	15	7
COc1ccc(-c2cnc3c(NC(C)=O)cc(-c4cccc(C(=O)N(C)C)c4)cn23)cc1OC	5	-5	-53	0	x	1	-15	14	-15	-13	-26
CCOC(=O)C(CC)n1cnc2c(cnn2-c2ccc(Cl)cc2)c1=O (stereo unspecified)	-12	-7	9	1	7	8	8	5	13	-25	-1
CCCCn1nc2cc(C(=O)NCc3ccccc3OC)ccc2c1OCC	-12	9	-12	3	-45	-3	3	-3	-8	-3	-5
Cc1[nH]cnc1CSCc1ccc(Cl)cc1	-10	1	14	-2	-5	2	6	9	-3	11	-1
O=C(Nc1ccccc1)Nc1ccc(F)cc1F	5	-65	-8	-2	-1	-18	-14	-89	-49	-58	-5
CC(=O)COc1cccc2ccc(/C=C/c3ccc(Br)s3)nc12	7	22	0	13	-1	11	0	20	-12	-6	18
O=C(CN1CCCc2ccccc21)N/N=C/c1ccccc1O	2	8	-4	-6	4	8	6	-1	-11	24	-1
Cc1cc(C)c2c(=O)n(CC(=O)NC3CCCC3)sc2n1	-8	-2	-18	27*	3	4	0	-3	-11	-4	44
Cc1ccc(/C=C2/C(=O)N(c3ccccc3)C(=S)N2C)o1	-3	-3	10	9	-3	-32	8	-1	0	-3	83*
O=C1C2ON(c3ccccc3)C(c3ccncc3)C2C(=O)N1c1ccccc1 (stereo unspecified)	-9	-18	-5	-6	3	1	5	-7	-42	9	1
COc1ccc([C@H]2C[C@H](O)C[C@@H](CCn3cc(-c4ccccc4)nn3)O2)cc1	-3	x	2	0	x	9	0	-1	-6	x	-2
CC(C)Cn1c(N)c(C(=O)COC(=O)c2cccc(Cl)c2)c(=O)n(C)c1=O	9	11	38	2	-5	19	5	-15	25	3	3
CCCc1ccc(-c2ccc(C(=O)O)cc2)nc1	-7	-35	78*	5	7	-9	-9	-81	48	-53	0
CCn1c(SCC(=O)Nc2ccc(Cl)cc2)nnc1C1CC1	-2	-2	-1	-3	-9	-26	8	46	-6	12	-1
CCN(CC)S(=O)(=O)c1ccc2c(c1)nc(CCC(=O)OCC(=O)Nc1cc(OC)cc(OC)c1)n2C	-20	5	-22	0	-4	0	-7	10	-4	27	4
COc1ccccc1NC(=O)c1cc2c(CO)cnc(C)c2oc1=Nc1cccc(C(N)=O)c1	1	-68	-33	-5	-3	3	-2	15	-3	6	-3
COc1ccccc1N1CCN(C2CCCN(C(=O)c3cc(C)oc3C)C2)CC1 (stereo unspecified)	1	8	10	11	1	-6	-7	2	6	11	-3
O=C(Cn1cc([N+](=O)[O-])cn1)NCc1ccccc1	-3	9	-9	-5	0	6	-10	2	11	14	-1
O=C(Nc1nc2cc3c(cc2s1)OCO3)c1ccco1	-4	-45	90*	7	1	-1	-23	-86	56*	-32	3
Nc1c(C(=O)Nc2ccccc2)sc2nc3c(c(-c4ccco4)c12)CCC3	12	-52	-14	5	5	-15	9	-78	-79	-57	3
O=C(O)c1cc(Cl)c(Cl)cc1C(=O)Nc1cccc2cccnc12	-6	16	-3	1	-10	-5	7	21	0	18	6
O=C(COC(=O)C1CCC1)NCCc1ccc(Cl)cc1Cl	-7	-2	-14	3	-12	2	3	31	-12	14	-5
NC(=O)COC(=O)c1cccc(S(=O)(=O)N2CCCc3ccccc32)c1	-1	3	-2	4	-7	-26	11	-11	5	14	-2
CCn1cc(C(=O)N2CCN(c3ccc(OC)cc3)CC2)c(=O)c2cc(S(=O)(=O)N3CCCCC3)ccc21	-3	3	3	4	4	-6	7	-1	-4	4	2
Following part:
SMILES	NOD2-RIPK2 inh	NCOA1 inh	TWEAK-Fn14 inh	ABHD5-PLIN5 inh	TLR9-MyD88 inh	NCOA2 inhibitor	NR2F2 inh	NR5A2 inv ag	TROY NFkB inh	NCOA3 inh	Granule exo inh
CCOc1cccc(CN(CC)CC2CCCN(CCc3cccc(OC)c3)C2)c1O (stereo unspecified)	-6	4	1	-7	4	1	-2	16	-4	-7	85*
Cc1cc(OCC(=O)NC2CCN(C)CC2)ccc1[N+](=O)[O-]	-7	2	-12	-5	13	23	-4	4	2	8	-3
O=C(Nc1ccc(N2CCCC2)c(Cl)c1)c1cccc(-c2cc3ccccc3oc2=O)c1	-12	-60	-34	2	-2	6	8	-1	-41	8	-6
CCN1C(=O)[C@H]2[C@@H](c3ccc(-c4ccc(C(C)=O)cc4)cc3)N[C@@](C)(C(=O)OC)[C@H]2C1=O	2	-2	14	-3	-9	x	x	-18	-14	8	-6
O=c1nc2ccccc2c2n1CC(CN1CCN(Cc3ccccc3)CC1)N2 (stereo unspecified)	-2	-23	0	0	-6	-44	-4	4	-1	19	1
CC(C(=O)NCc1ccccc1)n1cc([N+](=O)[O-])cn1 (stereo unspecified)	7	11	5	-1	-5	-4	14	-11	-17	2	2
Cc1[nH]c2ccccc2c1C(O)CN1CCN(c2cccc(C(F)(F)F)c2)CC1 (stereo unspecified)	1	-5	2	10	-4	5	-1	6	3	14	11
C(=C\c1ccccc1)/CN1CCN(C(c2ccccc2)c2nnnn2C2CCCC2)CC1 (stereo unspecified)	5	-2	-12	-1	x	20	24	28	10	0	4
Oc1ccccc1-c1cc(-c2ccc3c(c2)OCCO3)n[nH]1	2	-119	71*	5	-6	-27	-36	-127	58*	-72	-2
O=C(O)C/C(=C\c1ccc2c(c1)OCO2)c1nc2ccccc2s1	-4	1	39	-1	3	-10	1	-24	28	-9	-2
CCOC(=O)c1c(C)n(C)c2ccc(OC)c(NS(=O)(=O)c3ccc(Cl)s3)c12	-4	-28	8	4	-6	-44	-7	-11	-18	-4	0
Cc1ccc(S(=O)(=O)Oc2ccccc2/C=N/NC(=O)c2c(Cl)cnn2C)cc1	8	-11	11	-5	3	-13	9	-8	11	-20	1
Cc1ccc(SCC(=O)OCC(=O)NCCNC(=O)COC(=O)CSc2ccc(C)c(C)c2)cc1C	0	-11	-1	14	6	28	1	-1	1	6	-1
O=C(COc1ccccc1Cl)OCC(=O)N1CCN(S(=O)(=O)c2ccccc2)CC1	-2	9	13	-3	-4	-5	-3	-11	4	-9	1
O=c1c(-c2ccc(Cl)cc2)[n+]([O-])c2ccccc2n1O	7	-5	-11	-6	4	-18	-2	-23	-39	-2	-1
CCCn1c(NCc2ccc(N(C)C)cc2)nc2ccccc21	4	-3	-3	2	7	16	-13	14	-22	-21	0
CC(C)n1nnnc1SCC(=O)c1c(N)n(C2CC2)c(=O)[nH]c1=O	8	-14	4	2	1	13	7	-1	6	-3	9
C=CCN1C2CCCC1CC(NC(=O)Nc1cc(C)cc(C)c1)C2 (stereo unspecified)	-1	-17	-26	0	-5	10	5	-15	14	14	-4
O=C(CCC(=O)N1CCN(S(=O)(=O)c2ccc(Cl)cc2)CC1)NC1CCCc2ccccc21 (stereo unspecified)	6	10	9	2	2	-24	6	-19	6	13	-2
CC1=CC=CN2C1=NC(=O)CC2(C)C(=O)N(CC(=O)NC1CCCC1)c1cc(C)cc(C)c1 (stereo unspecified)	2	4	-5	2	1	7	1	16	10	23	-2
Cc1ccc2c(c1)c1ccc3c(c1n2C)C(=O)C=CC3=O	1	11	19	5	14	3	8	5	13	-3	3
COc1ccccc1NCc1cc(=O)oc2c(C)c(O)ccc12	-10	-10	18	-5	-4	7	-13	4	3	-3	8
COc1ccc(Nc2c(CC(C)C)nc3nc(C)cc(C)n23)cc1	-6	x	-4	-4	x	-11	9	18	-34	x	7
Cc1cc(NC(=O)CSc2nnc(Cc3ccccc3)n2C)no1	2	8	-11	3	-5	-21	-7	-2	5	-7	-5
CCCC(=O)Nc1ccccc1Sc1ncnc2scc(-c3ccccc3)c12	5	-9	-18	-9	11	15	0	7	1	3	-1

Shown as a hit in Granule exo inh, among the entries above:
structure	NOD2-RIPK2 inh	NCOA1 inh	TWEAK-Fn14 inh	ABHD5-PLIN5 inh	TLR9-MyD88 inh	NCOA2 inhibitor	NR2F2 inh	NR5A2 inv ag	NCOA3 inh	Granule exo inh
Cc1ccc(/C=C2/C(=O)N(c3ccccc3)C(=S)N2C)o1	-3	-3	10	9	-3	-32	8	-1	-3	83*
CCOc1cccc(CN(CC)CC2CCCN(CCc3cccc(OC)c3)C2)c1O (stereo unspecified)	-6	4	1	-7	4	1	-2	16	-7	85*

Remaining list, next part
SMILES	NOD2-RIPK2 inh	NCOA1 inh	TWEAK-Fn14 inh	ABHD5-PLIN5 inh	TLR9-MyD88 inh	NCOA2 inhibitor	NR2F2 inh	NR5A2 inv ag	TROY NFkB inh	NCOA3 inh	Granule exo inh
CSCCC(NC(=O)COc1ccccc1)C(=O)N(C)Cc1ccc(Cl)cc1Cl (stereo unspecified)	-7	-5	6	1	5	-14	4	21	15	13	-7
c1ccc(C2CC(c3ccccc3)C(c3ccccc3)N2)cc1 (stereo unspecified)	-17	-1	22	2	-8	21	2	0	-8	-2	1
CC12CC(NC(=O)N1c1cccc(C(=O)N3CCCCC3)c1)c1ccccc1O2 (stereo unspecified)	-14	-31	-2	-1	-3	5	3	15	8	0	-3
COc1ccc(C(NC(=O)C2CCN(CCCOc3ccccc3)CC2)c2cccs2)cc1 (stereo unspecified)	-10	-3	-8	-6	x	39	1	-13	3	-14	-2
O=C(c1cnn2c(C(F)(F)F)cc(-c3ccccc3)nc12)N1CCOCC1	0	-36	-13	3	-2	-10	9	-31	1	-4	-2
CN1CCc2c(sc3nc(NCCO)n(-c4cccc(Cl)c4)c(=O)c23)C1	-4	-18	23	7	-4	-23	9	1	-4	-14	6
COCCCN1C(=O)C(CC(=O)NCCc2ccccn2)CC(C(=O)N2CCCCCC2)=C1C (stereo unspecified)	-9	x	2	2	x	-13	6	-5	-5	x	20
Cc1ccc(-n2c(O)c(C=NC3CCS(=O)(=O)C3)c3ccccc3c2=O)cc1 (stereo unspecified)	-6	2	-19	0	-1	13	5	-31	-13	-10	3
COc1cc(C(=O)NCCN2CCCC2)cc(OC)c1OC	-6	-10	-8	-4	1	10	-7	7	0	3	-2
O=C1CSC(=S)N1N=Cc1c(O)ccc2ccccc12	-8	-13	10	-7	2	19	-1	9	6	-12	8
O=c1cc(CCl)nc2scc(-c3ccccc3)n12	6	-55	19	0	-1	-6	-17	15	5	-33	-3
O=C(Nc1ccc(N2CCCCC2)cc1)c1ccc(F)cc1F	3	-89	16	-8	10	-14	-78	-191	6	-32	-1
CC(=NNC(=O)c1ccc2nc[nH]c2c1)c1ccc(Br)cc1	-13	-13	-23	2	3	7	-9	-9	-10	-14	-1
O=C1C(=O)N(O)C2CCCCC2N1O (stereo unspecified)	-1	-12	10	-3	-1	-6	0	0	-1	17	3
COC(=O)c1ccc(C(=O)OC)c(NC(=O)CSCC(=O)O)c1	0	6	13	4	7	2	-8	-7	-18	22	-7
CC1CCN(C(=O)CSc2nc3c(cnn3-c3ccccc3)c(=O)[nH]2)CC1	3	9	-31	-3	-9	7	3	4	9	10	1
CC1CCCC(NC(=O)COC(=O)Cc2ccc(Cl)cc2)C1C (stereo unspecified)	-6	6	12	-4	-4	-12	4	-15	-11	6	-12
COc1ccc(OC)c(S(=O)(=O)Nc2cccc(O)c2)c1	-5	6	-11	6	14	12	2	9	8	13	-3

Bioassay records from PubChem.
